High-throughput results deposited in PubChem by National Center for Advancing Translational Sciences (NCATS).
PKM2 activator – qHTS Assay for Activators of Human Muscle isoform 2 Pyruvate Kinase; Pyruvate kinase PKM (Homo sapiens), P14618; purified PKM2, Kinase-Glo ATP luminescence, activation; response scale: 0% is enzyme alone, no compound; Potency, µM (doses to about 57.5 µM), without a hit: at the top dose activation, hits mostly activators; 0.34% of 260,000 active; also: potency is read from the fitted curve at half-maximal effect; nearly all actives have a fitted effect of over 55% in size
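Purified hPK-M2 (>95% pure) converted ADP (0.1 mM final) to ATP with 0.5 mM PEP in 50 mM imidazole pH7.2, KCl, MgCl2, Tween 20, BSA; 1 h at room temperature. ATP detected by Kinase-Glo luminescence.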
Giardia killer – Small Molecules that selectively kill Giardia lamblia: qHTS | Giardia lamblia trophozoite viability | 0.15% of 340,000 active | activity change, % at 7.66 µM, hits read low; in the data active = activity change below about -80%; inconclusive = between about -30% and that limit;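 also: parasites exposed to compound for two days anaerobically before the ATP read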
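Compounds were tested on trophozoites seeded at 100 cells/well and held 48 hrs at 37 deg C anaerobically. An ATP-based luminescent kit measured the remaining live cells.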
BCR signal inh – qHTS Assay to Find Inhibitors of Chronic Active B-Cell Receptor Signaling; Potency, µM (titrated, usually from 46.1 µM), inactives show at the highest dose ratio change, negative = lower green/red ratio, usual class: inhibitors; ABC-DLBCL IkBa-CBG/CBR reporter, luminescence ratio, 4 h; 0.05% of 340,000 active; active = well fitted inhibition curve with a large enough effect in the signal ratio, with a control signal flat, not every such curve was filed as active; inconclusive = small, poorly fitted or top-dose-only effect, or effect the other way, or a change in a side signal; the % refers to the signal ratio;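 also: potency is read from the fitted curve at half-maximal effect; plate controls were basal doxycycline-induced cells for no effect and cells given 10 µM MG132 for full effect; MG132 reads +100%, hits lower the ratio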
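Cell line TMD8 (human ABC DLBCL), stably expressing tet-inducible CBG68-IkBa fusion and CBR; IMDM/0.5% FBS; cpd up to 46 uM; dox induction, 4 h, 37C/5% CO2; dual luminescence; green/red ratio; MG132 control.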
B2AR arrestin – qHTS assay of beta-arrestin-biased ligands of beta2-adrenergic receptor; beta-arrestin recruitment to beta2AR, cell-based reporter; 0.02% of 330,000 active; AID 492947, 2010; Beta-2 adrenergic receptor (Homo sapiens), P07550; Potency, µM (doses to about 46.1 µM), for inactives: top-dose activation, hits mostly activators;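 also: potency is read from the fitted curve at half-maximal effect; 0% = DMSO controls and full agonism = EC100 isoproterenol or metaproterenol; nearly all actives have a fitted effect of over 65% in size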
KCNH2 3.1 block – qHTS for Inhibitors of KCHN2 3.1: Mutant qHTS; activity change, % (tested at about 1.8 µM); Potassium voltage-gated channel subfamily H member 2, brain isoform KCNH2 3.1 (human); 0.95% of 340,000 active; U2OS KCNH2 3.1, thallium flux FluxOr; hits give low values;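 active = maximum activity change below -70%; inconclusive = maximum activity change from -70% to -50%; inactive = maximum activity change above -50%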;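 also: thallium influx rate constant from kinetic fluorescence after stimulation buffer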
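Thallium flux read-out: FluxOr dye with Red40 quencher in HBSS/HEPES, 45 min at RT. Rate constants from kinetic reads were normalized to positive and negative DMSO controls. Cells: U2OS virally expressing the 3.1 isoform.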
GALK inhibitor – qHTS Assay for Inhibitors of Human Galactokinase (GALK); Purified GALK, Kinase-Glo residual ATP luminescence; Potency, µM (series often up to 57.5 µM), for the others: at the top dose activity change, negative = inhibition, hits mostly inhibitors; 0.007% of 270,000 active; P51570; also: potency is read from the fitted curve at half-maximal effect
Target sequence (P51570 whole entry, looked up): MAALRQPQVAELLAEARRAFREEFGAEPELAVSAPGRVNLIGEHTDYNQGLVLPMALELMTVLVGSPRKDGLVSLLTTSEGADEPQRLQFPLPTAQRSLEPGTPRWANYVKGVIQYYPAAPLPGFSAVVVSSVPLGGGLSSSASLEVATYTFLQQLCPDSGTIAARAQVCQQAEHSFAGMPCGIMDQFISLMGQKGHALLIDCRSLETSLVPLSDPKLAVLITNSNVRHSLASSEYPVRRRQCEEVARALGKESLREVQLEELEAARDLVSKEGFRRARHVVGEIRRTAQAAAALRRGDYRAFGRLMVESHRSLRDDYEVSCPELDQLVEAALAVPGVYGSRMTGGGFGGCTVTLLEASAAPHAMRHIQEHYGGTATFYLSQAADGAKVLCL
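ATP-depletion format; final 35 uM ATP, 100 uM D-galactose, 5 nM enzyme; pH 8.0 HEPES/Mg2+ buffer; 60 min RT; luminescence read 10 min after detection reagent.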
KCNH2 WT inh – qHTS for Inhibitors of KCHN2 3.1: Wildtype qHTS; 0.37% of 340,000 active; AID 720551, 2013; Voltage-gated inwardly rectifying potassium channel KCNH2 (Homo sapiens), Q12809; U2OS, BacMam KCNH2, thallium flux FluxOr; hits give low values; activity change, % at 1.84 µM;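 active = maximum activity change below -70%; inconclusive = maximum activity change between -70% and -50%; inactive = maximum activity change above -50%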
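U2OS cells were transduced with wild-type KCNH2 virus (2.03 x 10^8 / mL) for 4 h at room temperature, then cultured overnight at 37 C. Thallium flux was read with FluxOr dye. Rate constants were normalized to DMSO controls.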
USP2a block – qHTS Assay for Inhibitors of Ubiquitin-specific Protease USP2a Using CHOP2 as the Reporter | Ubiquitin carboxyl-terminal hydrolase 2 (Homo sapiens), O75604 | USP2 core, Ub-CHOP2 coupled fluorogenic reporter, 485/531 | Potency, µM (doses to about 38.3 µM), without a hit: top-dose activity change, negative = inhibition, actives largely listed as inhibitors | 0.01% of 330,000 active;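 also: potency is read from the fitted curve at half-maximal effect; plate controls were DMSO wells for no effect and full inhibition by NEM control for full effect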
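Cell-free coupled assay: 10nM USP2 core preincubated 30min RT with compound in Tris-HCl pH 8.0/CaCl2/CHAPS buffer, then 25nM Ub-CHOP2 and 25nM reporter substrate; fluorescence (Ex 485/Em 531) read after 60min RT, normalized to NEM inhibition, concentration-response curves fitted.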
Eya2 phos inh – qHTS Assay for Inhibitors of the Phosphatase Activity of Eya2; Protein phosphatase EYA2 (Homo sapiens), O00167; recombinant Eya2, OMFP fluorescence dephosphorylation (OMFP is methylfluorescein phosphate); Potency, µM (doses to about 76.9 µM), inactives show at the top dose activity, negative = inhibition, usual class: inhibitors; 0.006% of 330,000 active; also: potency is read from the fitted curve at half-maximal effect
Target sequence (O00167 whole entry, looked up): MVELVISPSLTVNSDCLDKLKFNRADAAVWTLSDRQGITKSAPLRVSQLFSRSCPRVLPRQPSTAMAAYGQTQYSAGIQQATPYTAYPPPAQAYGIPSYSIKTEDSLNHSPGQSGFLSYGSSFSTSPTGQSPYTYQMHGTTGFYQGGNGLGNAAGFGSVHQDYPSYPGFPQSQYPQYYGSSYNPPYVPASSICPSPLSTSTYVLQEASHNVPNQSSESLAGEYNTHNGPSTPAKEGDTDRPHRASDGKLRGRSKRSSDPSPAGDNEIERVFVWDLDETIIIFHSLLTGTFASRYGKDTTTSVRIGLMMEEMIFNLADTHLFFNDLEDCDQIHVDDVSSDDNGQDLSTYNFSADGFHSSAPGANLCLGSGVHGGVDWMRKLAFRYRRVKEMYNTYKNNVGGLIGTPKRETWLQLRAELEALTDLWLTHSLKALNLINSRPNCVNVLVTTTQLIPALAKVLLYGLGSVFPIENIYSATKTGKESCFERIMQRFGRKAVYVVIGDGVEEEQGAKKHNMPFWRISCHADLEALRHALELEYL
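Eya2 protein (added as 0.2 uM solution) was preincubated with compound for 10 min at ambient temperature in 50 mM HEPES pH 7.5, 50 mM NaCl, 5 uM MgCl2, 0.05% BSA, 1 mM DTT. OMFP (added at 50 uM) then reacted 10 min; fluorescence read at 485/525 nm.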
uPA generation – qHTS for Inhibitors of Cell Surface uPA Generation. cell surface uPA generation assay, qHTS. Potency, µM (highest dose often 38.3 µM), for inactives: at the top dose activity change, negative = inhibition, most hits filed as inhibitors. 0.31% of 330,000 active. AID 540303, 2011; active = well fitted inhibition curve with a large enough effect; inconclusive = small, poorly fitted or top-dose-only effect; inactive = no such curve, though single readings can be large or run the other way; tested in mouse RAW 264.7 cells; also: potency is read from the fitted curve at half-maximal effect; nearly all actives have a fitted effect of over 55% in size
Coupling enz – qHTS Assay for Inhibitors of Fructose-1,6-bisphosphate Aldolase from Giardia Lamblia: Coupling assay counterscreen; coupling enzyme system counterscreen, AmpLite Red fluorescence; activity change, negative = inhibition, % at 58.2 µM, hits read low; 0.67% of 290,000 active; AID 2472, 2010; in the data active = activity change below about -30%
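Coupling enzymes only (glyceraldehyde-3-phosphate) + compound, at 57.5 uM final, 10 min RT; add substrate/coupling/AmpLite Red mix, 20 min RT; fluorescence ex 525/em 598 nm. Actives flag coupling-system interference.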
* marks the source's active call; other numbers are inactive results; ? = inconclusive; / = no result given; & = joins results of further samples; [ ] = another dose, or the depositor's remark. Unless noted, calls follow the shape of the dose curve; as a rule, active = well fitted curve in the direction sought with a large enough effect; inconclusive = small, poorly fitted or top-dose-only effect, or another doubt; inactive = no such curve, though single readings can be large; an effect the other way counts as inactive or inconclusive. Unless noted, % is scaled to controls: 0 for no effect and ±100 for the full control effect.

SMILES	PKM2 activator	Giardia killer	BCR signal inh	B2AR arrestin	KCNH2 3.1 block	GALK inhibitor	KCNH2 WT inh	USP2a block	Eya2 phos inh	uPA generation	Coupling enz
Cc1ccc(NC(=O)CN(C)C(=O)c2cccnc2Nc2cccc(C(F)(F)F)c2)cc1	1%	5	16%	-0.8%	3	2%	-8	-15%	-9%	-1%	/
CCOC(=O)C1CCN(Cc2cnc(Oc3ccc(Cl)cc3C)s2)CC1	0%	2	?	-0.5%	-1	-2%	13	2%	-16%	/	0
CCCSc1nc(N)nc(-c2cccs2)c1C#N	-3%	16	4%	-0.6%	-7	2%	6	2%	7%	-12%	0
Cc1ccc2oc(NC(=O)N3CCOCC3)cc(=O)c2c1	-5%	13	-8%	0.0%	0	4%	9	-7%	2%	-3%	4
CCN(CC)CCCNc1cc2n(c(=O)n1)CCc1cc(OC)c(OC)cc1-2	-4%	2	?	0.4%	-2	2%	5	2%	16%	-2%	2
CSc1nc(C(=O)N2CCCC(C(=O)c3ccc(Cl)cc3)C2)cs1 (stereo unspecified)	0%	-2	9%	0.1%	-3	0%	-6	1%	-11%	-12%	4
CCOC(=O)c1c(NC(=O)c2ccc(Br)o2)sc2c1CCCC2	-17%	7	-1%	0.0%	-30	4%	-2	-5%	-4%[15.4 µM]	/	2
COc1ccc(Cl)c2sc(N(CCN(C)C)C(=O)c3ccc4c(c3)OCCO4)nc12	/	8	-5%	-0.4%	-6	/	-1	-2%	13%	3%	/
CN(CC(=O)NCCc1ccc(S(N)(=O)=O)cc1)CC(=O)Nc1ccc(F)c(F)c1F	/	0	0%	-0.2%	0	/	-5	1%	-4%	-10%	/
COc1ccc(/C=C2/C(=O)N(Cc3ccccc3)N=C2C)cc1	12%	1	-7%	2.4%	10	0%	1	1%	10%	1%	-6
Cc1cc(C)nc(N/N=C/c2ccc(Cl)cc2)n1	11%	?	6%	-0.2%	2	1%	-20	-2%	2%	-2%	3
O=C(CN1C(=O)C2CC=CCC2C1=O)Nc1nnc(SCc2ccc(F)cc2)s1 (stereo unspecified)	0%	5	3%	0.2%	-6	1%	9	4%	-11%	3%	9
COc1ccc(NS(=O)(=O)c2ccc(C)c(C(=O)N(C)CC(=O)Nc3cccc(OC)c3)c2)cc1	/	-10	2%	0.1%	0	/	1	-1%	10%	-1%	/
COCCN(CCOC)c1nc(N)c2c(N)nc3c(c2c1C#N)CC(=O)N3Cc1ccc(Cl)cc1	-3%	0	-1%	-0.1%	-32	-4%	-9	0%	-2%	-2%	-2
N#Cc1cc(C(=O)c2cc(Br)ccc2O)cn(Cc2ccccc2)c1=O	3%	2	-8%	0.3%	-16	4%	-7	-5%	-26%	-2%	2
CC(=O)c1cnc2nc(SCc3ccc(C)cc3)nn2c1C	4%	-2	-1%	0.0%	-9	-1%	-3	2%	6%	8%	0
CNC(=O)C(NC(=O)c1ccccc1)=C(C)C	-6%	-27	9%	0.3%	6	-2%	-5	1%	-9%	0%	-4
CCCN1C(=O)/C(=C/c2ccc(OCC(=O)OCC)cc2)NC1=S	3%	-4	5%	0.1%	6	0%	-15	8%	3%	-2%	1
c1ccc2c(c1)ccc1nnc(SCc3ccc4c(c3)OCO4)n12	?	9	?	-1.0%	-15	2%	-3	-4%	-6%	4%	-2
COc1ccc(CSc2nc3nc(C)cc(C)n3n2)cc1F	/	0	-9%	0.8%	-9	3%	1	0%	-5%	-13%	-1
COc1cc(O)c(C(CCN2CCCC(C)C2)c2ccc(N(C)C)cc2)c(OC)c1 (stereo unspecified)	-8%	-7&3	-18%	-1.0%	1	3%	1	-2%	-8%	-17%	0&0
Cc1noc(C)c1COc1ccc(C(=O)OC(C)C(=O)Nc2ccc(N3CCOCC3)cc2)cc1 (stereo unspecified)	1%	-5	?	0.3%	9	0%	-2	-2%	13%	-5%	1
Cc1ccc(-n2ncc(C#N)c2/N=C/N2CCCCCC2)cc1	0%	-6	8%	-0.2%	3	11%	-3	-8%	2%	-4%	4
COc1cc(-c2nc(-c3cccc(C(F)(F)F)c3)no2)cc(OC)c1OC	5%	-3	?	-0.1%	0	0%	-1	1%	14%	0%	0
COc1ccc(CN(C)C(=O)Cn2ccc(NC(=O)OCc3ccccc3)nc2=O)cc1OC	/	15	-14%	-0.1%	3	/	-8	-3%	3%	?	/
CCOc1ccc(CCNC(=O)c2cccc(NC3=NC4CS(=O)(=O)CC4S3)c2)cc1 (stereo unspecified)	4%	0	-3%	0.1%	-24	/	3	1%	-16%	0%	1
N#Cc1ccccc1NC(=O)c1ccccc1OCC(=O)NCc1ccco1	-5%	35[activator]	0%	-0.2%	15	0%	0	0%	-1%	-14%	4
Nc1nonc1-n1nnc(C(=O)N/N=C/c2ccccc2)c1CN1CCc2ccccc21	/	-12	?	0.2%	-12	5%	-2	1%	-7%	-1%	-5
O=C(OC1CCOC1=O)c1cccc(S(=O)(=O)N2CCc3ccccc3C2)c1 (stereo unspecified)	5%	-12	26%	-0.1%	7	6%	-2	2%	18%	2%	-2
CCc1ccc(C(=O)OCC(=O)N(CC)c2c(N)n(Cc3ccccc3)c(=O)[nH]c2=O)cc1	/	3	6%	-0.1%	-1	/	-7	1%	-6%	-25%	/
Cc1cccc(C)c1NC(=O)NC1(C(=O)N2CCN3CCCC3C2)CCCCC1 (stereo unspecified)	-6%	9	-1%	-0.6%	-7	-2%	-2	5%	-1%	5%	2
COC1C=CC(CNC(=O)c2cc3c(=O)n4cccc(C)c4nc3n2C)(OC)O1 (stereo unspecified)	4%	4	?	0.1%	8	1%	23	10%	1%	-11%	3
CC(=O)Oc1c(S(=O)(=O)c2ccccc2)c(C)nn1C(C)(C)C	-4%	-5	/	/	1	1%	3	/	/	-1%	-1
CCNC(=O)c1c(C)nc2ccccn12	-10%	-21	0%	0.5%	-2	0%	4	0%	20%	-5%	5
COc1cc(S(=O)(=O)NCc2ccc3c(c2)OCO3)ccc1Cl	2%	-4	5%	-0.1%	-2	1%	15	-1%	9%	-3%	1
CC(C)(C)n1ncc2c(=O)n(CC(=O)Nc3ccc4c(c3)OCO4)cnc21	-6%	-9	-6%	0.4%	-1	2%	-7	1%	0%	2%	0
Cc1cc(C(=O)N/N=C\c2cc(C(C)(C)C)ccc2O)n[nH]1	-15%	-5	-15%	0.4%	2	-8%	19	3%	3%	?	/
CC(C)CC(=O)Nc1ccc(C(=O)Cn2nc(C(=O)O)c3ccccc3c2=O)cc1	0%	-12	?	0.2%	-26	-1%	8	2%	-12%	6%	-2
Cn1cnnc1SCC(=O)NCCc1ccccc1	-1%	1	?	0.3%	-2	1%	-6	1%	18%	5%	-2
C/C=C(/C)C(=O)O[C@@H]1Cc2c(ccc3ccc(=O)oc23)OC1(C)C	/	15	-4%	0.1%	12	/	6	2%	-38%	-16%	/
Cn1c(N)c(C(=O)COC(=O)CSc2ccccc2)c(=O)n(C)c1=O	6%	28	15%	-0.3%	-16	1%	15	1%	2%	-3%	0
COc1ccc(-c2cc(C)no2)cc1S(=O)(=O)N1CCOc2ccc(Cl)cc21	0%[0.46 µM]	-21	4%	-0.2%	0	1%	0	0%	-1%	-9%	0
COc1ccccc1-n1cnnc1SCC(=O)Nc1cc(C)on1	-2%	26	?	-0.8%	/	7%	-1	1%	-4%	-4%	1
CC(=O)NC(CC(=O)Nc1cccc(S(=O)(=O)N2CCOCC2)c1)c1ccccc1 (stereo unspecified)	/	-13	-12%	0.2%	-2	/	-4	2%	10%	-2%	/
COc1ccc(C2NCCc3c2[nH]c2ccccc32)cc1CSc1nc2ccccc2s1 (stereo unspecified)	-12%	17	?	-0.8%	?	/	-3	-15%	-7%	-8%	-2
O=C(O)CNC(=S)N(Cc1ccccc1)Cc1cccs1	6%	5	8%	-0.7%	-6	2%	-5	0%	9%	1%	29
CCOc1ccc(C2C(C#N)=C(N)Oc3nc[nH]c(=O)c32)cc1 (stereo unspecified)	-4%	-3	-10%	4.6%	7	8%	0	1%	9%	-9%	8
